Source: PubChem BioAssay (National Center for Advancing Translational Sciences (NCATS))
GLA spleen mod = inhibits or activates alpha-galactosidase in human spleen homogenate; P06280; human spleen homogenate, 4MU-alpha-Gal fluorescence, 40 min; Potency, µM (highest dose often 80 µM), inactives show top-dose activity change, negative = inhibition, actives largely listed as inhibitors; 240,000 tested, 0.008% active; AID 2107;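 further: 0% = enzyme with vehicle and -100% = no enzyme basal signal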
Target sequence (P06280 32-429 limits assumed): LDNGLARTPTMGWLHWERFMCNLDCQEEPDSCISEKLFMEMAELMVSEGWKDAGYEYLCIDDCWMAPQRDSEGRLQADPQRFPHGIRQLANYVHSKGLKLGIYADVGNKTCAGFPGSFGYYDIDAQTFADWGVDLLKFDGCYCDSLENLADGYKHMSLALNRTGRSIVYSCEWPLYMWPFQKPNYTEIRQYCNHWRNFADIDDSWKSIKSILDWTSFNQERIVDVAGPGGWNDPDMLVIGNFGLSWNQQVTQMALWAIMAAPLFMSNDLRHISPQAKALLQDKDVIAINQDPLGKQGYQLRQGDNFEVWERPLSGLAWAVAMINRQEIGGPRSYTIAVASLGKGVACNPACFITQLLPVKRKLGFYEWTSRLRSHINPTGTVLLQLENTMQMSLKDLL
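qHTS titration in buffer at pH 5.0. Alpha-galactosidase activity in spleen homogenate was measured via 4-methylumbelliferone release from 1 mM fluorogenic substrate after 40 min at 37C and a pH 10 stop. AC50 came from Hill fits of control-normalized data.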
Tau fluor counter = counter-screen for tau fibril formation inhibitors; 280,000 tested, 0.93% active; tau K18 P301L (four-repeat tau fragment) Alexa594 fluorescence, heparin fibrillization; Potency, µM (top dose mostly 57.7 µM), for inactives: at the highest dose activity change, negative = decrease; further: on the % scale 0 is the no-effect control and ±100 the full control effect; nearly all actives have a fitted effect of over 55% in size
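Human K18 P301L tau (15 uM unlabeled plus 0.24 uM Alexa 594-labeled, final) in 100 mM sodium acetate pH 7 was mixed with compound and 20 uM heparin and incubated 6 hr at 37 C.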
aGlu spleen mod = lysosomal alpha-glucosidase (human) modulation; P10253; human spleen homogenate, 4-MU-alpha-glucoside fluorescence; Potency, µM (titrated, usually from 79.9 µM), for the others: at the top dose activity change, negative = inhibition, hits mostly inhibitors; 240,000 tested, 0.006% active;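 further: 0% = enzyme with vehicle and -100% = no enzyme basal signal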
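Enzyme source: human spleen homogenate, 1 ug/well. Buffer 50 mM citric acid/K phosphate pH 5.0, 0.01% Tween-20. 4-MU-alpha-glucoside 1 mM; 37 C x 40 min; NaOH/glycine stop; fluorescence.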
GAA glycogen mod = alters human alpha-glucosidase cleavage of glycogen | Potency, µM (series often up to 76.4 µM), for the others: at the highest dose activity change, negative = inhibition, usual class: inhibitors | recombinant GAA, glycogen substrate, Amplex Red glucose oxidase fluorescence | P10253 | 300,000 tested, 0.38% active;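 further: 0% = full enzyme reaction and -100% = no-enzyme basal signal; the screen sought inhibitors and activators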
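Recombinant human enzyme (4 nM); glycogen substrate; 37 C, 40 min, pH 5.0. Readout: coupled glucose oxidase/Amplex Red fluorescence.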
Epigenetic derep = epigenetic control regulation, reporter derepression; murine LDR cells, GFP reporter derepression, 30 h; Potency, µM (titrated, usually from 53.9 µM), for inactives: top-dose GFP activation, hits mostly activators; 280,000 tested, 0.2% active; AID 1865; further: % of control where 0% means no effect; nearly all actives have a fitted effect of over 60% in size
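Murine LDR cells bearing a silenced CMV-driven GFP reporter were exposed to compound for 30 h at 37 C. After PBS washes, GFP-positive cells (20-120 um objects) counted by laser-scanning microplate cytometry.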
GAA inh = inhibitors of human lysosomal alpha-glucosidase. P10253. purified human GAA, 4-MU-alpha-glucoside fluorescence. Potency, µM (top dose mostly 76.9 µM), without a hit: at the top dose activity change, negative = inhibition, usual class: inhibitors. 200,000 tested, 0.005% active. AID 1466;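 further: plate controls were uninhibited enzyme wells for no effect and no-enzyme background for full effect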
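Fluorogenic assay: 4 nM human alpha-glucosidase with 400 uM 4-methylumbelliferyl-alpha-D-pyranoside in 50 mM citrate/phosphate, 0.005% Tween-20, pH 5.0, 20 min at room temperature. Compounds tested up to 77 uM; AC50 from Hill fits.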
ALDH1A1 inh = blocks purified human ALDH1A1 activity. P00352. Potency, µM (series often up to 75.3 µM), for the others: at the highest dose activity, negative = inhibition, actives largely listed as inhibitors. Purified ALDH1A1, NADH fluorescence, propionaldehyde substrate. 220,000 tested, 7.3% active; active means well fitted inhibition curve with a large enough effect, not every such curve was filed as active; inconclusive means small, poorly fitted or top-dose-only effect, or another doubt; inactive means no such curve, though single readings can be large or run the other way;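 further: plate controls were no enzyme wells and a reference inhibitor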
NPSR antagonist = blocks cAMP signaling of the human neuropeptide S receptor; Q6W5P4; CHO-NPSR cells, cAMP TR-FRET, antagonist mode; Potency, µM (top dose mostly 38.3 µM), without a hit: at the top dose activity change, negative = inhibition, actives largely listed as inhibitors; 220,000 tested, 1% active; further: on the % scale 0 is the no-effect control and ±100 the full control effect; nearly all actives have a fitted effect of over 50% in size; many of its hits are not listed in these tables
Target sequence (Q6W5P4 whole entry, looked up): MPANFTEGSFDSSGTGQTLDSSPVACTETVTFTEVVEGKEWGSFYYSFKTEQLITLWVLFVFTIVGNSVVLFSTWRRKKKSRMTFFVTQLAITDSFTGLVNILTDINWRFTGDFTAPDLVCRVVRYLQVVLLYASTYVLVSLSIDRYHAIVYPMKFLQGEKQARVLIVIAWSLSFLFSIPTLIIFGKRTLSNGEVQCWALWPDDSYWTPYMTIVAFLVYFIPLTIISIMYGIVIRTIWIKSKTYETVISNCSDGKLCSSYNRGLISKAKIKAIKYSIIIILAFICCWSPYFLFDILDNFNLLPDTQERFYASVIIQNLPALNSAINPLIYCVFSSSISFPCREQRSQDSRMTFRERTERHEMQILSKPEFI
The depositor's hits bear a star; ? = inconclusive; . = no result given; [ ] = dose if it differs, or a comment. Unless noted, the call rests on the fitted dose curve; in most records, active means well fitted curve in the direction sought with a large enough effect; inconclusive means small, poorly fitted or top-dose-only effect, or another doubt; inactive means no such curve, though single readings can be large; an effect the other way counts as inactive or inconclusive. Potency means the concentration at half of the fitted maximal effect. An excerpt, so the mix of outcomes need not match the whole.

SMILES	GLA spleen mod	Tau fluor counter	aGlu spleen mod	GAA glycogen mod	Epigenetic derep	GAA inh	ALDH1A1 inh	NPSR antagonist
COc1c(Cl)cc(-c2noc(C)c2C(=O)NCc2ccc3c(c2)OCO3)cc1Cl	-3%	-29%	0%	-7%	1.1%	-14%	0.71µM*	0%
CCN(CC)C(=O)COC(=O)c1ccc(C)c(NC(=O)c2ccco2)c1	2%	2%	-1%	7%	-2.8%	-14%	-15%	21%
O=C(NCCCN1CCOCC1)c1cccc(S(=O)(=O)N2CCc3ccccc3C2)c1	5%	-5%	4%	-7%	?	?	?	0%
O=C(COC(=O)C1CCN(S(=O)(=O)c2cccs2)CC1)Nc1ccccc1	-2%	-8%	0%	4%	-0.1%	-1%	-1%	9%
CCOC(=O)c1[nH]c(C)c(C(=O)N(CC)CC)c1C	13%	-10%	0%	-6%	0.8%	-11%	11%	-5%[46.1 µM]
O=C(Cn1nnc(-c2ccc(CN3CCOCC3)cc2)n1)Nc1nc(-c2ccccc2)cs1	8%	?	6%	5%	1.8%	-4%	-9%	-27%[46.1 µM]
O=C1C2C3CCCC3=C3CCCC3C2C(=O)N1c1ccc(F)cc1 (stereo unspecified)	-1%	-7%	1%	-1%	-0.6%	9%	1%	-20%[46.1 µM]
O=C(CC1C(=O)NCCN1C(=O)Nc1ccccc1)Nc1ccc(F)cc1 (stereo unspecified)	4%	-10%	-2%	-5%	1.1%	-4%	3%	-4%
CC(C)NCC(O)COCCOc1ccc(Cl)cc1 (stereo unspecified)	6%	2%	-6%	2%	0.0%	.	.	13%
Cc1c(Br)ccc(NC(=O)COc2ccccc2C(N)=O)c1C	-5%	-10%	-5%	18%	-3.8%	3%	?	-3%
CCN(CCCNC(=O)C1CCN(S(=O)(=O)c2cnc[nH]2)CC1)c1cccc(C)c1	9%	-18%	7%	-8%	10%	6%	?	-13%[46.1 µM]
O=S(=O)(NC1CC1)c1ccc(S(=O)(=O)N2CCCC3(CCCCC3)C2)cc1	-8%	-3%	-5%	3%	-0.8%	7%	8%	8%[46.1 µM]
O=C(COC(=O)Cc1c(Cl)cccc1Cl)Nc1ccccc1-c1ccccc1	-6%	-8%	-5%	-3%	-1.9%	0%	?	-56%
Cc1c(NC(=O)COC(=O)c2ccc(S(=O)(=O)N3CCOCC3)cc2)c(=O)n(-c2ccccc2)n1C	3%	10%	0%	6%	8.3%	-7%	10%	11%
COc1ccccc1Oc1ccc(S(=O)(=O)N2CCCC2)cc1	-4%	-3%	-7%	-3%	-1.1%	-10%	-10%	-24%[46.1 µM]
COc1ccccc1-n1cnc(N)c1C(=O)c1ccccc1	-2%	-14%	-4%	9%	-0.5%	-2%	10%	-17%[46.1 µM]
CCn1c(SCC(=O)N2CCN(c3ccc(Cl)cc3)CC2)nc2ccccc2c1=O	-19%	-4%	-4%	-8%	-1.0%	-3%	0%	-20%[46.1 µM]
O=C(CCN1C(=O)c2ccccc2C1=O)NNC(=O)c1ccc(Cl)cc1Cl	3%	8%	7%	-4%	-1.3%	-1%	6%	10%
CCOC(=O)c1ccc(NC(=O)COC(=O)Cc2csc(-c3ccccc3)n2)cc1	6%	?	5%	-5%	-0.9%	4%	-4%	-1%[46.1 µM]
CCOC(=O)c1sc2ncnc(N3CCN(C(=O)OCC)CC3)c2c1C	-9%	-7%	-18%	1%	1.8%	-2%	1%	-20%[46.1 µM]
O=C1N/C(=C\c2ccc(N3CCOCC3)c(F)c2)C(=O)N1Cc1ccccc1	6%	-8%	2%	-1%	?	4%	?	25%[46.1 µM]
CC(C)C(C(=O)Nc1ccc2c(c1)OCO2)N1C(=O)c2ccccc2C1=O (stereo unspecified)	-3%	-15%	-8%	7%	-2.1%	-3%	-9%	-30%[46.1 µM]
CN(C)S(=O)(=O)c1ccc(C(=O)NCCSc2ccccc2)cc1	4%	16%	5%	5%	0.0%	-3%	?	12%[46.1 µM]
Cc1ccc(S(=O)(=O)N(C)C)cc1NC(=O)C(C)OC(=O)/C=C/c1cccs1 (stereo unspecified)	0%	-7%	2%	1%	2.4%	.	.	-4%

Looked up above.
For GAA inh, `O=C(CC1C(=O)NCCN1C(=O)Nc1ccccc1)Nc1ccc(F)cc1` (stereo unspecified) has -4%
For GLA spleen mod, `Cc1ccc(S(=O)(=O)N(C)C)cc1NC(=O)C(C)OC(=O)/C=C/c1cccs1` (stereo unspecified) has 0%

Arranged by molar mass (largest number first): 3 of the compounds above.
SMILES	GLA spleen mod	Tau fluor counter	aGlu spleen mod	GAA glycogen mod	Epigenetic derep	GAA inh	ALDH1A1 inh	NPSR antagonist
CCn1c(SCC(=O)N2CCN(c3ccc(Cl)cc3)CC2)nc2ccccc2c1=O	-19%	-4%	-4%	-8%	-1.0%	-3%	0%	-20%[46.1 µM]
O=C(CCN1C(=O)c2ccccc2C1=O)NNC(=O)c1ccc(Cl)cc1Cl	3%	8%	7%	-4%	-1.3%	-1%	6%	10%
CN(C)S(=O)(=O)c1ccc(C(=O)NCCSc2ccccc2)cc1	4%	16%	5%	5%	0.0%	-3%	?	12%[46.1 µM]

(next part)
SMILES	GLA spleen mod	Tau fluor counter	aGlu spleen mod	GAA glycogen mod	Epigenetic derep	GAA inh	ALDH1A1 inh	NPSR antagonist
COc1ccc2[nH]cc(CCNS(=O)(=O)c3ccc(C)cc3)c2c1	6%	-29%	2%	-4%	0.1%	.	.	-1%
O=C(Nc1ccccc1O)c1cccc(S(=O)(=O)N2CCOCC2)c1	6%	-8%	2%	8%	1.1%	11%	9%	4%
CCC(=O)Nc1ccc(/C(C)=N\NC(=O)c2ccc(OC)cc2)cc1	-4%	-1%	3%	10%	1.9%	0%	-10%	4%
O=C(Nc1ccc(O)c(-c2nc3ccccc3o2)c1)C1(c2ccc(Cl)cc2)CCCC1	-1%	0%	-1%	6%	3.2%	7%	2%	-20%
Cc1ccc(C)c2[nH]c(=O)c(CCNC(=O)c3cc4ccccc4o3)cc12	-3%	5%	-4%	3%	2.6%	?	5%	-19%[46.1 µM]
Cc1nc(SCC(=O)Nc2ccc(C)c(F)c2)c2oc3ccccc3c2n1	-13%	-19%	-8%	1%	-1.0%	3%	18%	?
CCOc1ccc(-c2nnc3sc(COc4ccccc4)nn23)cc1	-4%	-3%	-7%	-1%	-1.0%	-13%	6%	-16%[46.1 µM]
COc1ccccc1/C=N/Nc1nncc2ccccc12	6%	7%	-2%	-11%	-1.0%	6%	15%	-3%

Other results follow:
SMILES | GLA spleen mod | Tau fluor counter | aGlu spleen mod | GAA glycogen mod | Epigenetic derep | GAA inh | ALDH1A1 inh | NPSR antagonist
O=C(O)c1cc2nc3c(c(C(F)(F)F)n2n1)CCc1ccccc1-3 | -6% | 6% | -18% | 4% | -0.5% | 1% | 0% | -17%[46.1 µM]
CCN1CCN(C(=O)/C=C/c2ccccc2[N+](=O)[O-])CC1 | -1% | -4% | -4% | -4% | 0.0% | 8% | 0% | 4%
CCC1C(=O)Nc2nc(-c3ccccc3)c(-c3ccccc3)n2N=C1C (stereo unspecified) | 2% | -10% | -4% | 6% | 0.2% | -10% | 6% | -7%[46.1 µM]
CCOC(=O)c1[nH]c2ccc(Br)cc2c1NC(=O)CCN1CCN(C(=O)OCC)CC1 | -10% | -23% | -6% | 0% | 0.0% | -7% | -5% | 0%[46.1 µM]
NCCc1nnc(SCc2ccc(F)cc2)o1 | 7% | 0% | 4% | -1% | -0.7% | -10% | -2% | 3%[46.1 µM]
CC1CC(OC(=O)C(O)c2ccccc2)CC(C)(C)C1 (stereo unspecified) | 7% | -13% | -5% | . | 1.7% | . | 3% | .
C=CCNc1nc(-c2ccccn2)nnc1-c1ccccc1 | -10% | -5% | 0% | 14% | -4.2% | -4% | -3% | 3%[46.1 µM]
CC(NC(=O)Cc1ccccc1)C1COc2ccccc2O1 (stereo unspecified) | 1% | 0% | 1% | 7% | -7.3% | 4% | -1% | 14%
COc1ccc(-n2cc(CN[C@H]3CCCCNC3=O)c(-c3cccc(F)c3)n2)cc1 | 1% | -12% | -5% | 2% | 0.0% | . | . | -10%
CSc1ccc(/C=N/NC(=O)COc2ccc(Br)cc2Cl)cc1 | 0% | -5% | -5% | 2% | -0.9% | 10% | 6% | -28%[46.1 µM]
COC(=O)Nc1ccc(S(=O)(=O)N2CCCC(C(=O)N3CC(C)OC(C)C3)C2)cc1 (stereo unspecified) | -2% | -2% | -9% | -9% | 2.3% | . | -1% | -9%
O=S(=O)(NCCSc1ccc(Cl)cc1)c1ccc(F)cc1 | 11% | ? | -2% | -4% | 0.0% | 0% | ? | 0%[46.1 µM]
COC(=O)c1cccc(NC(=S)N2CCCCC2)c1 | -2% | 2% | 0% | -4% | -0.3% | 0% | -2% | 14%
CN(C)C(=O)c1ccc(-n2nc(C(F)(F)F)c3c2CCCC3)cc1 | 2% | -6% | -1% | 5% | -2.6% | 4% | -2% | -4%[46.1 µM]
O=C(O)CCN1C(=O)c2ccc(Oc3ccc4c(c3)C(=O)N(CCC(=O)O)C4=O)cc2C1=O | 21% | 3% | -16% | 8% | 0.0% | -10% | -2% | 2%[46.1 µM]
Cc1ccc(C(C(=O)NC2CCCCC2)N2CCC3(CC2)OCCO3)cc1 (stereo unspecified) | -1% | -8% | 0% | 0% | 1.0% | 0% | 4% | ?
Cn1cc(/C=N/n2cnc3sc4c(c3c2=O)CCCC4)c2ccccc21 | -3% | -8% | 0% | 7% | -1.4% | -2% | ? | -6%[46.1 µM]
